From PubChem
PMI inhibition: human PMI inhibitors, high substrate, primary screen, biochemical, fluorescence intensity, high mannose 6-phosphate (AID 1220) | recombinant PMI enzyme, coupled fluorescence intensity; higher % means a stronger effect | inhibition, % at 20 µM; hits with a dose series show IC50 in µM | hit rate 0.66% among 190,000
PMI inhibitors: inhibitors of human PMI, primary screen, biochemical, fluorescence intensity, coupled assay (AID 1209) | Mannose-6-phosphate isomerase (Homo sapiens) | purified PMI enzyme, coupled fluorescence intensity; higher % means a stronger effect | inhibition, % at 20 µM; hits with a dose series show IC50 in µM | hit rate 0.42% among 190,000;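 note: plate controls were DMSO vehicle for no effect and wells lacking substrate for full effect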
XIAP displacement: XIAP antagonists, biochemical, IAP family, fluorescence polarization (AID 1018) | E3 ubiquitin-protein ligase XIAP (Homo sapiens) | XIAP BIR domain, fluorescence polarization peptide displacement; higher % means a stronger effect | displacement, % at 20 µM, or IC50 in µM where a hit was titrated | hit rate 0.007% among 200,000; in the data active = displacement above about 50%; note: a part of the inactive calls stands beside numbers as strong as those of hits
WT yeast gro inh: growth inhibition of WT strain, primary screen, mitochondrial fusion inhibitor project, WT and mutant strains, chemical genetic; mitochondrial fusion phenotypic screen; inhibition, % at 10 µM; hit rate 2.1% among 190,000; in the data active = inhibition above about 58%; tested in S. cerevisiae
LYP phosphatase: inhibitors of LYP phosphatase, biochemical, fluorescence intensity, uHTS (AID 1779); recombinant LYP phosphatase, fluorescence intensity; higher % means a stronger effect; Tyrosine-protein phosphatase non-receptor type 22 (Homo sapiens); hit rate 0.054% among 290,000; one-dose inhibition, % at 11.5 µM; IC50 in µM for titrated hits;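 note: plate controls were vehicle with enzyme for no effect and no enzyme for full effect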
M17LAP inhibition: P. falciparum M17LAP inhibitors, primary screen, biochemical, fluorogenic H-Leu-NHMec substrate, 1536-well (AID 1619); Leucine aminopeptidase (Plasmodium falciparum (isolate 3D7)); recombinant M17LAP, H-Leu-NHMec fluorogenic kinetic assay; higher % means a stronger effect; one-dose inhibition, % at 30 µM; IC50 in µM for titrated hits; hit rate 0.38% among 220,000;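 active = compound inhibiting the enzyme by more than half at any dose during confirmatory dose-response retesting; inconclusive = strong single-dose inhibitors picked by rank but not retested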;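 note: plate controls were full reaction with DMSO carrier for no effect and no enzyme background for full effect; strong numbers were not always called active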
TNAP activators: human TNAP enzyme activators, primary screen, biochemical, luminescent, no phosphate acceptor, uHTS (AID 1001); Alkaline phosphatase, tissue-nonspecific isozyme (Homo sapiens); purified TNAP, luminescent activation assay, no phosphate acceptor; higher activation fold means a stronger effect; activation fold at 20 µM; hits with a dose series show EC50 in µM; hit rate 0.03% among 200,000; in the data active = activation fold from about 3, or a potency from the dose series; inactive = the rest, 99 in 100 with activation fold below about 1.6; note: many of its hits are not listed in these tables
Yfh1-depleted yeast: enhancers of respiration in Yfh1-depleted yeast, dose response, Friedreich's ataxia, plus single-dose screen (AID 1465). fold induction at 50 µM; hits with a dose series show EC50 in µM. hit rate 0.074% among 220,000. S. cerevisiae Yfh1-off respiration, WST-1 reduction, 72 h; higher fold induction means a stronger effect;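 active = fold induction of absorbance versus untreated yeast above a set limit, then at least 30% activation at any dose in follow-up; inconclusive = repeats straddling the limit, or above it without dose testing; inactive = fold induction below the set limit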;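 note: activators that raise dye reduction in frataxin-depleted yeast; strong numbers were not always called active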
M1AAP inhibition: P. falciparum M1AAP inhibitors, biochemical, fluorogenic H-Leu-NHMec substrate, 1536-well (AID 1445); Aminopeptidase N (Plasmodium falciparum (isolate 3D7)); recombinant M1AAP, H-Leu-NHMec fluorogenic kinetic assay; higher % means a stronger effect; one-dose inhibition, % at 30 µM; IC50 in µM for titrated hits; hit rate 0.42% among 220,000;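 active = primary inhibition above the hit cutoff, then over 50% inhibition at one or more dose response concentrations, cut at about 23% in these data, passing the limit was not always enough; inconclusive = conflicting primary data, or primary hits not chosen for dose response; inactive = low primary inhibition, or under 50% at every dose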;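 note: plate controls were DMSO full reaction for no effect and no enzyme background for full effect; strong numbers were not always called active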
WT yeast gro inh mutant strain: second read-out of WT yeast gro inh, no call of its own (marks repeat the call); inhibition, %; mitochondrial fusion phenotypic screen, mutant strain inhibition
* hit, by the source's call; i = inactive; ? = inconclusive; . = not tested or not shown. Cut-off read from the data, not from the text of the source, unless noted: active = inhibition above about 50%; inactive = the rest. An unsorted share of the library (roughly 3.7% active in at least one column).

SMILES	PMI inhibition	PMI inhibitors	XIAP displacement	WT yeast gro inh	WT yeast gro inh mutant strain	LYP phosphatase	M17LAP inhibition	TNAP activators	Yfh1-depleted yeast	M1AAP inhibition
COc1ccc2nc(NC(=O)CC3Oc4ccccc4NC3=O)sc2c1 (stereo not given)	.	.	.	.	.	-11%	11%	.	i	-1%
COc1ccccc1NC(=S)N(Cc1ccccc1)Cc1ccccn1	-7%	-7%	-2.4%	57	21	2%	5%	1.2	i	5%
O=C(CSc1nc2ccc(NC(=O)CSc3nnnn3-c3ccccc3)cc2s1)Nc1ccccc1	6%	12%	-3.4%	3	-25	-8%	-1%	1.2	i	1%
COc1cccc(C2C(C(=O)c3cc4cccc(OC)c4o3)=C(O)C(=O)N2c2cc(C)on2)c1OC (stereo not given)	-36%	-13%	-7.5%	8	19	8%	31%	1.1	i	16%
COc1cccc(N=c2oc3cc(O)ccc3cc2C(=O)NCC2CCCO2)c1 (stereo not given)	33%	19%	1.2%	-5	9	-4%	-32%	1	i	17%
Cc1cc(C(=O)NP(=O)(N2CCOCC2)N2CCOCC2)c(C)n1-c1ccc(N(C)C)cc1	19%	18%	-0.9%	-19	-9	-4%	6%	1.1	i	5%
COc1ccc(C(=O)NN(c2ccccc2)c2ccccc2)cc1	4%	-4%	-4.1%	-2	2	-3%	-1%	1.1	i	3%
NC(=O)c1ccccc1OC1CCC1	.	.	.	.	.	-6%	0%	.	i	0%
S=C(NCCc1ccccc1)N/N=C/c1ccccc1Cl	14%	13%	-8.3%	64*	26*	-8%	6%	1.1	i	11%
COC(=O)CSc1nc(C)c(C(=O)Nc2ccccc2C)c(-c2ccc(Cl)cc2)c1C#N	-2%	5%	-2.3%	0	-7	14%	6%	1	i	8%
COc1cc(/C=C2\SC(=O)N(Cc3ccc(Cl)cc3)C2=O)cc([N+](=O)[O-])c1O	14%	7%	-14%	56	42	33%	-4%	0.8	i	29%
COCCNC(=O)/C(C#N)=C/c1cc(Br)c(O)c(OC)c1	16%	-7%	-5.2%	-18	-9	4%	22%	0.8	?	16%
CCCNC(=O)CS(=O)Cc1nc(-c2ccc(OC)cc2)oc1C (stereo not given)	1%	-2%	-42%	9	-1	-4%	-3%	1	i	0%
Cc1cc(OCC(=O)NCc2nc(-c3ccccc3)no2)c(C)cc1Br	-4%	-3%	-14%	-2	-4	6%	2%	1.1	i	2%
CC(O)CCC(=O)NCCNC(=O)CCC(C)O (stereo not given)	3%	-3%	-2.8%	-2	-6	-4%	-6%	1.1	i	-1%
CCOC(=O)CSc1nnc(-c2ccoc2C)n1-c1ccc(OCC)cc1	4%	2%	-0.1%	2	-13	5%	2%	0.9	.	3%
Cc1nc(NC(=O)C2CCCC2)sc1Cc1ccc2c(c1)OCO2	3%	1%	-3.5%	34	15	3%	11%	1.1	i	-1%
Cc1ccc2c(c1)N(CC(=O)N1CCCc3ccccc31)C(=O)CO2	0%	0%	-1.7%	0	5	4%	-8%	1.1	i	13%
CCc1ccc(OCC(=O)OC2CCS(=O)(=O)C2)cc1 (stereo not given)	6%	6%	-6.7%	-28	37	-7%	-4%	1.1	i	3%
CCOC(=O)c1ccc(NC(=O)CSc2nnc(Cc3cccs3)n2C)cc1	6%	8%	-6.2%	-2	-30	-13%	4%	1	i	-6%

Not a retest: 2 of the compounds above.
SMILES	PMI inhibition	PMI inhibitors	XIAP displacement	WT yeast gro inh	WT yeast gro inh mutant strain	LYP phosphatase	M17LAP inhibition	TNAP activators	Yfh1-depleted yeast	M1AAP inhibition
COc1ccc(C(=O)NN(c2ccccc2)c2ccccc2)cc1	4%	-4%	-4.1%	-2	2	-3%	-1%	1.1	i	3%
NC(=O)c1ccccc1OC1CCC1	.	.	.	.	.	-6%	0%	.	i	0%

Additional records
SMILES	PMI inhibition	PMI inhibitors	XIAP displacement	WT yeast gro inh	WT yeast gro inh mutant strain	LYP phosphatase	M17LAP inhibition	TNAP activators	Yfh1-depleted yeast	M1AAP inhibition
N#CC(C#N)=C1NC2(CCCCC2)Cc2ccccc21	.	.	.	.	.	-5%	-3%	.	i	6%
Cc1ccc(-n2c(Cl)c(Cl)[nH]c(=O)c2=O)cc1	5%	-10%	-2.0%	-5	8	-3%	52%	1.1	i	-2%
O=S(=O)(NCCNS(=O)(=O)c1ccc(F)cc1)c1ccc(F)cc1	3%	7%	-5.5%	5	1	-1%	9%	1.1	i	6%
COc1ccc(NS(=O)(=O)c2cc(NC(=O)/C=C/c3cccs3)ccc2N2CCOCC2)cc1	14%	24%	-5.9%	14	8	3%	-7%	1	i	13%
O=C(CCCCCN1C(=O)c2ccccc2C1=O)Nc1ccc(S(=O)(=O)N2CCCCC2)cc1	11%	14%	-2.1%	68*	5.2*	4%	-6%	1.1	i	5%
COc1ccc(CCNC(=O)c2ccc(CNc3nc(=S)[nH]c4ccccc34)cc2)cc1OC	6%	1%	-5.6%	-10	4	3%	6%	1.1	i	1%
O=C(NCc1ccccn1)C(=O)NCC(c1ccco1)N1CCN(c2ccc(F)cc2)CC1 (stereo not given)	2%	1%	-3.3%	-8	17	-9%	-3%	1.1	i	0%
COc1ccc(C(=O)NNC(=O)C(C)NC(=O)c2ccccc2NC(=O)c2ccco2)cc1 (stereo not given)	-10%	0%	-8.3%	-5	-9	-8%	9%	1.5	i	4%
COc1ccc(OC)c(NC(=O)Nc2ccccc2C)c1	2%	-1%	-3.8%	4	6	-6%	-15%	1	i	0%
COc1cc(Cl)c(C)cc1NC(=O)Cc1ccc(OC)c(OC)c1	19%	16%	-1.5%	18	7	-10%	-8%	1	i	1%
CC(C)(/C=N/NC(=O)CSCc1ccccc1Cl)CCC#N	7%	10%	-3.1%	3	-26	3%	1%	1.1	i	6%
O=C(COC(=O)c1cc(-c2cccnc2)nc2ccccc12)Nc1ccc(F)cc1F	4%	-2%	-3.4%	7	-1	14%	-8%	1	i	2%
CC(=O)Nc1cccc(/C(C)=N/NC(=O)c2c(-c3ccccc3Cl)noc2C)c1	8%	6%	-1.0%	-10	-3	3%	-9%	1	i	7%
O=C(O)c1cc(Cl)c(Cl)cc1C(=O)N1CCOCC1	-6%	-12%	-4.3%	3	-5	1%	5%	1	i	2%
Cc1ccc(Cl)cc1NC(C#N)c1ccccc1 (stereo not given)	.	.	.	.	.	2%	4%	.	i	1%
CC(=O)c1cccc(NC(=O)COc2nsnc2N2CCOCC2)c1	0%	-2%	-6.0%	11	-1	0%	0%	1	i	6%
CN1CCN(c2nc(-c3ccco3)cc(C(F)(F)F)n2)CC1	1%	6%	-3.1%	-6	-49	-3%	-10%	1	i	9%
Nc1nc(SCC(=O)c2ccc(Br)s2)n[nH]1	4%	-3%	-5.3%	16	-21	-7%	18%	1.2	i	-3%
O=c1c2c([nH]n1-c1ccccc1)CCCC2	-13%	-28%	-6.3%	6	-9	-4%	-4%	1.1	i	-2%
Cc1cccc(NC(=S)NCc2cccn2C)c1	-11%	-9%	-3.0%	-6	-6	0%	3%	0.7	i	-4%
CCOC(=O)c1sc(NS(=O)(=O)c2ccccc2Cl)nc1C	-3%	3%	-5.1%	-1	-3	-4%	28%	1.1	i	8%
COc1ccc(-c2nc(CCNC(=O)c3cccs3)cs2)cc1	10%	15%	-7.5%	29	42	-4%	-4%	1.1	i	-2%
Nc1cc(N2CCCCC2)c(Cl)cc1[N+](=O)[O-]	21%	26%	3.1%	15	16	0%	1%	1	i	-1%
Cc1ccccc1Cn1c([N+](=O)[O-])cnc1C	11%	9%	-1.0%	15	14	-1%	1%	1.1	i	5%
CCCCc1c(O)nc(SCC(=O)NCC2CCCO2)[nH]c1=O (stereo not given)	1%	-2%	-5.5%	-9	-23	-6%	9%	1.1	i	8%
C#CCOCCOCCOCCNc1nc(N2CCN(C(=O)[C@H](C)n3cc(CCCN=C(N)N)nn3)CC2)nc(N2CCN(C(=O)[C@H](Cc3ccc(O)cc3)n3cc(CCO)nn3)CC2)n1	-38%	-38%	-7.4%	0	-10	-7%	2%	1.1	.	9%
C=CCNC(=O)/C(=C/c1cccc([N+](=O)[O-])c1)NC(=O)c1ccccc1	-4%	-6%	-7.0%	20	-2	-1%	11%	1	i	-1%
COc1ccc([N+](=O)[O-])cc1NC(=O)CC(c1ccccc1)c1ccccc1	7%	14%	-6.5%	4	16	1%	14%	1	i	7%
O=c1c(CN2CCN(c3cccc(Cl)c3)CC2)coc2c(Cl)cc(Cl)cc12	8%	-4%	-3.9%	7	2	-2%	2%	0.9	.	1%
COC(=O)C1=C(C(=O)c2ccc(C)cc2)C(c2ccc(O)c(OC)c2)n2nnnc2N1 (stereo not given)	-19%	-13%	-24%	-11	4	-8%	21%	1.1	i	0%
Cc1ccc(CNC(=O)c2sc3nc4c(c(C(F)(F)F)c3c2N)CCC4)cc1	10%	12%	1.4%	8	-15	-2%	0%	1	i	3%
C=CCSc1nnc(-c2ccc([N+](=O)[O-])cc2)o1	-3%	2%	-3.1%	7	6	-7%	0%	1.1	i	1%
Cc1nc(C)c(C)nc1C	-11%	0%	-7.9%	-4	8	1%	-3%	1.1	.	8%
Cc1cc(-c2nnc3n2N=C(C(C)(C)C)CS3)n[nH]1	2%	-2%	-1.3%	-2	5	-4%	-1%	1.1	i	-6%
COc1ccc(CCNC(=O)c2cc(-c3ccncc3)nc3c(Cl)cccc23)cc1OC	1%	3%	-2.3%	1	14	-1%	10%	1.1	i	8%
O=S(=O)(O)c1nc2ccccc2[nH]1	.	.	.	.	.	-2%	10%	.	i	3%
COc1ccc(CN2C(=O)NC3(CCCc4ccccc43)C2=O)cc1F (stereo not given)	12%	11%	-4.0%	-18	7	-2%	0%	1.1	i	14%
CSc1ccccc1NC(=O)CNCCCN1CCOCC1	.	.	.	.	.	-8%	-3%	.	i	-3%
O=C(O)c1ccc(N/C(=N\S(=O)(=O)c2ccc(Cl)cc2)c2ccccc2)cc1	.	.	.	.	.	-12%	-9%	.	i	-4%
Cc1ccc(-c2c3c([nH]c(=S)c2C#N)CCCC3)o1	17%	-4%	-0.2%	3	18	-5%	6%	1	i	15%
Cc1ccc(NC(=S)NC(=O)c2ccc(-c3ccccc3)cc2)c(C)c1	3%	6%	-4.9%	23	21	2%	-7%	1.1	i	5%
O=C(COc1ccc(F)cc1)Nc1nccs1	-12%	-9%	-4.2%	13	1	-5%	-3%	1.1	i	1%
